Bioassay records as filed in PubChem.
Rpn11 inh: Rpn11 (PSMD14) deubiquitinase inhibitors, primary screen, biochemical, fluorescence polarization, uHTS; 26S proteasome non-ATPase regulatory subunit 14 (Homo sapiens), O00487; human 26S proteasome, Ub4-pepOG fluorescence polarization; 20S core pre-blocked with epoxomicin; calls only at 20 µM; hit rate 0.59% among 360,000;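 active means inhibition at 20 µM, scaled to each plate's controls, above about 33%, limit read from the data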
Target sequence (O00487 whole entry, looked up): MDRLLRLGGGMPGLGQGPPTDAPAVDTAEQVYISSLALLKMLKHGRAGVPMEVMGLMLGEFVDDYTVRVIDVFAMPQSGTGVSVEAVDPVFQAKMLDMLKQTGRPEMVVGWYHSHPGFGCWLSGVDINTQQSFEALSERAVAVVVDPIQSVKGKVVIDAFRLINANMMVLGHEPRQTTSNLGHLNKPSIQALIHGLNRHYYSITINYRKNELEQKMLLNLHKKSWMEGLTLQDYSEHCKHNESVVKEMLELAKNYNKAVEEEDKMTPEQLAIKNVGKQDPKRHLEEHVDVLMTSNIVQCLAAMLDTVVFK
STEP block: STEP phosphatase inhibitors, primary screen, biochemical, fluorescence intensity, uHTS | hit rate 0.25% among 360,000 | recombinant STEP, OMFP fluorogenic substrate | inhibition, % at 20 µM;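 active means inhibition at 20 µM, scaled per plate between control wells, above about 37%, limit read from the data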;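 further: 0% = DMSO with enzyme and substrate and 100% = substrate only without enzyme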
Target sequence (P54829 whole entry, looked up): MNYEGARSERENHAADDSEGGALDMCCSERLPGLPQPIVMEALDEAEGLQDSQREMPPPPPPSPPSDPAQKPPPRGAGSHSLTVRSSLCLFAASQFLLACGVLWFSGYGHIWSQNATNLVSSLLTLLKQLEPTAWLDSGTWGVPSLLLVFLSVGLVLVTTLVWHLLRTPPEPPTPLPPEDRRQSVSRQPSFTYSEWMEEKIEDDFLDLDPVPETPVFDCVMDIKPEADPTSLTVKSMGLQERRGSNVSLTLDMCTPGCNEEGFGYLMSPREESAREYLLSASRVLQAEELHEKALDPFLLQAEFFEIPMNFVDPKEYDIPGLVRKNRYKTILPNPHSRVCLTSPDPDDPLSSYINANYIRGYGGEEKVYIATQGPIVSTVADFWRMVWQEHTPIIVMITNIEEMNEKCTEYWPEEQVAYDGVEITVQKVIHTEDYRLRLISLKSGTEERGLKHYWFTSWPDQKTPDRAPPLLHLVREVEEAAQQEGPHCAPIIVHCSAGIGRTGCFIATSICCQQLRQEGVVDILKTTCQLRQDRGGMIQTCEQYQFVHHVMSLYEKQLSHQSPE
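Material: STEP (striatal-enriched tyrosine phosphatase) enzyme, cell-free | Medium: 50 mM Bis-Tris pH 6.0 with 2.5 mM DTT and 0.005% Tween 20 | Read-out: Percent inhibition scaled to no-enzyme and uninhibited-enzyme controls, plate-pattern corrected | Signal: Fluorescence read at 480 nm ex / 540 nm em | Times: 20 min reaction, room temperature, in the dark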
Neddyl block: inhibitors of cullin neddylation, primary screen, biochemical, TR-FRET, uHTS, NAE and Ubc12; NEDD8-conjugating enzyme Ubc12 (Homo sapiens) + NEDD8-activating enzyme E1 regulatory …; calls only at 25 µM; hit rate 0.58% among 360,000; in the data active means inhibition above about 36%
DNMT1 inh: human DNMT1 methyltransferase inhibitors, primary screen, biochemical, molecular beacon, fluorescence, HinP1I cleavage, uHTS. hit rate 0.83% among 360,000. DNA (cytosine-5)-methyltransferase 1 (Homo sapiens), P26358. inhibition (reported as % activation of signal), % at 10 µM; in the data active means inhibition above about 50%
LMPTP block: LMPTP phosphatase inhibitors, primary screen, biochemical, fluorescence intensity, uHTS. Low molecular weight phosphotyrosine protein phosphatase (Homo sapiens), P24666. recombinant LMPTP-A, OMFP fluorogenic substrate. inhibition, % at 20 µM. hit rate 0.22% among 360,000. AID 651560, 2012;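 active means compounds that cut the enzyme signal by at least half of the control window in the single-dose screen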;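 further: plate controls were DMSO wells with enzyme plus substrate for no effect and substrate without enzyme for full effect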
Target sequence (P24666 whole entry, looked up): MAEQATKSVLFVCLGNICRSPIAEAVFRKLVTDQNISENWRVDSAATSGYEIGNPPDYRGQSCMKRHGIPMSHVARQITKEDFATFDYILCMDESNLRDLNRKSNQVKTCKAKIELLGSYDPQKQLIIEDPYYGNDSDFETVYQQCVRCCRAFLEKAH
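Test system: LMPTP-A phosphatase enzyme; input: 0.625 nM LMPTP-A final; reagent: OMFP substrate, 400 µM final; compound dosing: 20 µM single dose, 3% DMSO; incubation: 50 min dark incubation at room temperature; measured by: endpoint fluorescence intensity from OMFP dephosphorylation; measure: % inhibition relative to no-enzyme and uninhibited control wells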
NadD block: inhibitors of S. aureus NadD, primary screen, biochemical, colorimetric, uHTS; hit rate 0.78% among 360,000; purified NadD enzyme, colorimetric absorbance read-out; Nicotinate-nucleotide adenylyltransferase NadD (Staphylococcus aureus N315); inhibition, % at 20 µM; in the data active means inhibition above about 26%; further: some compounds past the cut are filed as inactive
SUMO1 PPI mod: modulators of SUMO1 protein-protein interactions, primary screen, biochemical, uHTS; inhibition, % at 20 µM; AID 602429, 2012; Small ubiquitin-related modifier 1 (Homo sapiens), P63165; hit rate 0.33% among 360,000; SUMO1 binding to a labelled peptide, TR-FRET, 1 h; in the data active means inhibition above about 37%
Rin1-Abl PPI inh: inhibitors of Rin1-Abl protein binding, primary screen, biochemical, TR-FRET; hit rate 0.4% among 360,000; inhibition, % at 7.35 µM; Tyrosine-protein kinase ABL1 (Homo sapiens) + Ras and Rab interactor 1 (Homo sapiens), …; in the data active means inhibition above about 5%, passing the limit was not always enough
Scp-1 inhibitor: Scp-1 phosphatase inhibitors, primary screen, biochemical, colorimetric, uHTS | hit rate 0.88% among 340,000 | Carboxy-terminal domain RNA polymerase II polypeptide A small phosphatase 1 (Homo … | Recombinant Scp1, phosphopeptide, malachite green phosphate absorbance | inhibition, % at 20 µM | AID 493091, 2011;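 active means inhibition above about 50% at 20 µM, limit read from the data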;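 further: plate controls were DMSO wells with enzyme for no effect and wells lacking enzyme for full effect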
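Test system – truncated SCP-1 phosphatase (76-261aa) · Reagent – Phosphorylated 17-residue peptide substrate · Incubation – 45 min room-temperature reaction, 5 min colour, 30 min stabiliser · Detection – colorimetric phosphate reagent with accelerator and stabiliser, absorbance at 630 nm · Measure – % inhibition at 20 µM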
CSN deneddyl inh: inhibitors of CSN-mediated cullin deneddylation, primary screen, biochemical, fluorescence polarization, uHTS; inhibition, % at 12.5 µM; AID 651999, 2013; Purified CSN, SCF-Nedd8-OG deneddylation; COP9 signalosome complex subunit 5 (Homo sapiens), Q92905; hit rate 0.38% among 360,000;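 active means pattern-corrected inhibition above about 35%, with an unprinted fluorescence ratio check between 0.5 and 1.5, limit read from the data, passing the limit was not always enough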;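 further: 0% = enzyme with substrate and 100% = substrate without enzyme; some results filed as inactive read as strong as hits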
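Material: human Csn5 produced in HEK293T cells; Input: enzyme 0.24 nM; Reagent: SCFSkp2-Nedd8OG substrate at 10 nM final; Dosing: 12.5 µM compound; Incubation: 90 min reaction at room temperature; Detection: fluorescence polarization of the substrate; Evaluation: % inhibition of substrate cleavage by Csn5; Control set: substrate-only high control, full reaction low control.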
The depositor's hits bear a star; i = inactive; / = no result given; + = active, no number.

Rpn11 inh,STEP block,Neddyl block,DNMT1 inh,LMPTP block,NadD block,SUMO1 PPI mod,Rin1-Abl PPI inh,SMILES,Scp-1 inhibitor,CSN deneddyl inh
i,3,i,-9,3.6,-6,2,-1,O=C(COC(=O)/C=C/c1ccccc1)Nc1cccc(Oc2ccccc2)c1,-18,3
i,3,i,13,1.7,3,5,-2,O=C(NC(=S)Nc1ccc(S(=O)(=O)Nc2nccs2)cc1)c1ccc(F)c(F)c1,-18,4
i,-1,i,0,1.2,2,2,0,Cc1cc(C)nc(NC(=O)c2ccc(Cl)cc2)n1,-7,-3
i,-1,i,1,-1.0,0,-2,1,COc1ccccc1CNC(=O)C(C)n1nc(C)c2c(C)n(-c3ccccc3)nc2c1=O (stereo not drawn),-2,3
i,1,i,3,0.1,1,2,11*,Cc1ccc(NC(=O)CN(C)C(=O)CSc2nc3ccccc3c(=O)n2CCO)cc1,4,-1
i,0,i,0,-0.5,7,5,3,COc1ccc(OCC(=O)Nc2ccc(S(=O)(=O)Nc3cc(C)on3)cc2)cc1,-3,0
i,0,i,-3,-0.6,-1,-3,2,CC1C(=O)N(Cc2cn(Cc3ccco3)nn2)CCS(=O)(=O)N1Cc1ccc(-c2ccc(F)cc2)cc1 (stereo not drawn),/,4
i,-1,i,-1,0.6,-2,-8,3,CCC1SC2=NC(C)=C(C(=O)OC)C(c3ccc(C)cc3)N2C1=O (stereo not drawn),3,0
i,4,i,2,25,-4,-1,-2,CNc1nc(NCC2CCCCC2)c2sccc2n1,/,-1
i,-2,i,-1,-0.6,-5,5,4,O=C(O)c1ccc(-n2nnnc2SCc2ccccc2Br)cc1,-10,-3
i,-1,i,1,0.8,-2,4,-1,COC(=O)c1cc(S(=O)(=O)N2CCN(c3ccc(F)cc3)CC2)cn1C,-7,-2
i,-1,i,15,0.7,3,0,3,CCOc1ccc(C(=O)NC2CCN(C(=S)NCc3ccco3)CC2)cc1,-2,0
+,38*,i,2,6.4,-3,1,-1,O=C(NNc1ncnc2ccccc12)c1cccc(Cl)c1,100*,7
i,6,i,-3,-4.1,-2,6,1,COc1ccc(-c2csc(NC(=O)CCNC(=O)c3ccco3)n2)cc1OC,-11,2
i,3,i,2,-1.1,-1,1,-1,Cc1oc2ccc(OC(=O)N3CCOCC3)cc2c1C(=O)OC(C)C,-7,-6
i,4,i,5,-1.5,-3,-6,1,Cc1cccc(OCCN2C(=O)C(=O)c3cccc(C)c32)c1,-4,-5
i,0,i,-8,0.6,2,13,4,CC(C)Cn1c(N)c(C(=O)COC(=O)c2cc(S(=O)(=O)N3CCOCC3)ccc2Br)c(=O)n(C)c1=O,-9,-3
i,-4,i,1,-0.7,-7,1,-2,O=C(NCc1ccco1)c1cnc2n(c1=O)CCS2,3,-4
i,3,i,-12,1.8,25,-1,-1,N#Cc1c(NC(=O)CCn2cnc3ccccc3c2=O)oc(-c2ccccc2)c1-c1ccccc1,5,0
i,3,i,2,-1.1,1,-10,2,O=C(c1ccccc1[N+](=O)[O-])N1CCCN(C(=O)c2ccccc2[N+](=O)[O-])CC1,1,6
i,3,i,-1,1.5,-14,-1,1,CCCc1cc(C(=O)Nc2ccn(Cc3ccc(C)cc3)n2)no1,-4,-1
i,0,i,0,0.3,-6,1,0,O=C(Nc1ccccc1)Nc1ccccc1NS(=O)(=O)c1cccs1,-10,-2
i,0,i,-2,-1.2,-4,2,1,COc1ccc(S(=O)(=O)N2CCCN(CC(=O)Nc3ccc(NC(C)=O)cc3)CC2)cc1,-1,0
i,2,i,0,-4.5,0,0,0,O=C(NCCN1CCCOC1=O)C(=O)NCCN1CCCOC1=O,3,-2
i,-1,i,1,0.6,-5,-1,3,COC(=O)CC1C(=O)NCCN1C(=O)CSc1nnc(Nc2ccc(OC)cc2)s1 (stereo not drawn),0,1
+,1,i,-8,2.2,30*,2,-1,CCOC(=O)c1cc(-c2ccccc2)sc1NC(=O)C(C)N1C(=O)NC(C)(c2ccc(Cl)cc2)C1=O (stereo not drawn),-9,6
i,1,i,1,-0.6,1,-3,-6,Cc1nn(C)c(=O)n1-c1ccc(Oc2ccccc2)cc1,-4,-7
i,-3,i,1,1.6,-3,12,-2,O=C(COC(=O)c1cccc(NS(=O)(=O)/C=C/c2ccccc2)c1)Nc1ccccc1OC(F)F,-5,-14
i,-3,i,-4,0.2,-3,-3,-1,[O-][n+]1c2c(nn1-c1ccc(Cl)c(Cl)c1)-c1nonc1CC2,-4,-1
i,-3,i,-1,-0.9,-5,1,2,CC1CN(Cc2ccccc2)C(=O)N(c2ccccc2)C1=O (stereo not drawn),-3,4

An excerpt from above in order of their number in LMPTP block, low to high:
Rpn11 inh,STEP block,Neddyl block,DNMT1 inh,LMPTP block,NadD block,SUMO1 PPI mod,Rin1-Abl PPI inh,SMILES,Scp-1 inhibitor,CSN deneddyl inh
i,0,i,-3,-0.6,-1,-3,2,CC1C(=O)N(Cc2cn(Cc3ccco3)nn2)CCS(=O)(=O)N1Cc1ccc(-c2ccc(F)cc2)cc1 (stereo not drawn),/,4
i,1,i,3,0.1,1,2,11*,Cc1ccc(NC(=O)CN(C)C(=O)CSc2nc3ccccc3c(=O)n2CCO)cc1,4,-1
+,1,i,-8,2.2,30*,2,-1,CCOC(=O)c1cc(-c2ccccc2)sc1NC(=O)C(C)N1C(=O)NC(C)(c2ccc(Cl)cc2)C1=O (stereo not drawn),-9,6

New compounds follow:
Rpn11 inh,STEP block,Neddyl block,DNMT1 inh,LMPTP block,NadD block,SUMO1 PPI mod,Rin1-Abl PPI inh,SMILES,Scp-1 inhibitor,CSN deneddyl inh
i,0,i,1,0.4,2,2,-1,CC(=O)Nc1cc(C(C)(C)C)c(O)c(C(C)(C)C)c1,-7,-8
i,2,i,6,-0.7,-6,-16,0,O=C(/C=C/c1ccccc1[N+](=O)[O-])NCc1ccccc1Cl,6,-1
i,-4,/,-1,0.2,-3,-2,1,COC(=O)C1=C(N)c2c(F)cccc2C1(C#N)c1ccccc1 (stereo not drawn),-6,-2
i,0,i,-9,0.4,1,0,1,COc1ccc(-c2cc(C(=O)N3CCN(c4ncccn4)CC3)c3ccccc3n2)c(OC)c1,1,-2
i,3,i,-2,1.4,-2,0,-1,CCN1CCN(C(=O)c2sc3ncnc(N4CCc5ccccc5C4)c3c2C)CC1,-6,4
i,0,/,1,-1.1,2,-16,-3,O=c1[nH]c2cc3c(cc2cc1CN(Cc1nnnn1CC1CCCO1)C1CCCCC1)OCO3 (stereo not drawn),-14,-14
i,-3,i,37,-1.1,-1,-6,-5,COc1ccc2cc(C#N)c(N3CCOCC3)nc2c1,-6,-2
i,1,i,2,0.5,-3,3,2,Cc1cccc(Nc2ncnc3onc(-c4cccc(Cl)c4)c23)c1,-2,0
i,-2,i,-1,0.3,4,2,3,COc1cccc(-c2nnc(SCc3ccc(C#N)cc3)n2Cc2ccco2)c1,-5,-5
i,2,i,3,-0.1,0,-2,2,C[C@H]1CC[C@@]2(O[C@@H](CCO)C[C@@H](O)[C@@H]2O)O1,0,-3
i,-1,i,0,-2.7,-11,-4,1,N#Cc1cc2c(nc1S(=O)(=O)Cc1ccccc1)CCCC2,-1,-3
i,2,i,-13,1.8,5,4,1,COc1ccc(/C=N/n2cc(-c3ccc(OC)cc3)nc2N)cc1,2,3
i,3,i,-6,6.0,4,4,0,Cc1cccc(COCC(Cc2ccccc2)N2CCN(C(=O)c3ccc(C(F)(F)F)cc3)CCC2=O)c1 (stereo not drawn),40,0
i,4,i,7,8.0,-3,-4,0,O=C(Nc1ccncc1)c1ccc(-c2ccccc2)cc1,8,3
i,-4,i,4,-1.3,2,3,2,CCC(=O)N1CCC1(C)C(=O)NCc1ccc(SC)cc1 (stereo not drawn),/,-3
i,-2,i,2,1.8,-2,3,3,Cn1c(SCc2cc(=O)[nH]c3ccccc23)nnc1-c1ccco1,1,-5
i,2,i,1,-0.6,2,3,-5,CCOc1nc2cnccc2n(CC(=O)Nc2cccc(C)c2)c1=O,-1,2
/,/,i,/,-0.3,/,1,/,COC(=O)[C@@]12C[C@@H](CC(=O)NCCc3ccccc3OC)C(=O)N(CCc3ccc(OC)c(OC)c3)C1=CCC(C)(C)C2,/,1
i,0,i,-2,3.3,-1,5,1,O=C(Nc1nc2c(s1)CCCC2)c1ccc2ncsc2c1,13,2
i,3,i,3,-0.5,1,-5,-3,COc1ccccc1OCC(=O)Nc1ccc2c(c1)n(C)c(=O)n2C,0,-4
i,-1,i,2,2.3,-5,9,2,O=C(COC(=O)c1ccc(O)cc1O)c1ccc2c(c1)OCCO2,-2,2
i,-1,i,-7,3.4,-5,-1,2,Cc1ccc(S(=O)(=O)n2c3ccc(Cl)cc3c3nc(C)sc32)cc1,-14,-1
i,2,i,-1,-0.5,0,0,4,Clc1cc(Cl)c(Cl)cc1Cl,-6,-2
i,2,i,-3,7.5,-2,7,-1,CCOC(=O)c1ccccc1NC(=O)C1CCN(c2ncnc3sc(C)c(C)c23)CC1,5,-1
i,-1,i,-2,0.7,-8,3,-1,O=S1(=O)CCOC[C@H](CC2CCCCC2)N1Cc1ccc(F)cc1,-6,-5
i,-8,i,2,0.5,-5,-2,-1,CC1(C)CC2(CC(C)(C)NC(=O)N2)NC(=O)N1,-5,-5
i,-3,i,0,-5.3,-6,7,-5,COc1ccc(CCC(=O)Nc2ccc(S(=O)(=O)NC3=NCCCCC3)cc2)cc1,/,3
i,0,i,-1,0.9,2,2,2,COc1ccc(N(CC(=O)NCCC2=CCCCC2)S(=O)(=O)c2ccccc2)cc1OC,-1,6

No new results follow: an excerpt of the list.
Rpn11 inh,STEP block,Neddyl block,DNMT1 inh,LMPTP block,NadD block,SUMO1 PPI mod,Rin1-Abl PPI inh,SMILES,Scp-1 inhibitor,CSN deneddyl inh
i,2,i,-13,1.8,5,4,1,COc1ccc(/C=N/n2cc(-c3ccc(OC)cc3)nc2N)cc1,2,3
i,3,i,-6,6.0,4,4,0,Cc1cccc(COCC(Cc2ccccc2)N2CCN(C(=O)c3ccc(C(F)(F)F)cc3)CCC2=O)c1 (stereo not drawn),40,0
i,4,i,7,8.0,-3,-4,0,O=C(Nc1ccncc1)c1ccc(-c2ccccc2)cc1,8,3
